From PubChem
JMJD2A Tudor inh: blocks the human JMJD2A Tudor domain; 390,000 compounds, 4.4% hits; O75164; Potency, µM (series often up to 114 µM), without a hit: top-dose activity change, negative = inhibition, hits mostly inhibitors; AlphaScreen JMJD2A-Tudor / H3K4me3 peptide binding; also: % is scaled to controls: 0 for no effect and ±100 for the full control effect; nearly all actives have a fitted effect of over 50% in size
Tb PGK inh: T. brucei PGK inhibition. P07378. 380,000 compounds, 0.043% hits. PGK/GAPDH coupled, Kinase-Glo luminescence, 60 min. Potency, µM (highest dose often 57.5 µM), inactives show at the highest dose activity change, negative = inhibition, actives largely listed as inhibitors. AID 602233; also: % is scaled to controls: 0 for no effect and ±100 for the full control effect; nearly all actives have a fitted effect of over 60% in size
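Recombinant glycosomal PGK reaction used 1,3-bisphosphoglycerate generated in-well by GAPDH (100nM final) in 100mM TEA pH 7.6, 5mM MgCl2, 0.01% Tween-20. After 60 minutes at room temperature, ATP was read by Kinase-Glo Plus luminescence end-point.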
BLM inh: blocks DNA unwinding by human BLM helicase; recombinant BLM DNA unwinding, fluorescence dequenching; Potency, µM (top dose mostly 56.1 µM), inactives show at the highest dose activity change, negative = inhibition, most hits filed as inhibitors; 350,000 compounds, 0.2% hits; P54132;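 also: plate controls were vehicle for no effect and no enzyme for full effect; nearly all actives have a fitted effect of over 35% in size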
POLI inh: inhibitors of human DNA polymerase iota | Q9UNA4 | Pol iota fluorescent replication assay, 10 min | Potency, µM (doses to about 115 µM), for the others: at the top dose activity, negative = inhibition, most hits filed as inhibitors | 390,000 compounds, 1% hits | AID 588590
Target sequence (Q9UNA4 whole entry, looked up): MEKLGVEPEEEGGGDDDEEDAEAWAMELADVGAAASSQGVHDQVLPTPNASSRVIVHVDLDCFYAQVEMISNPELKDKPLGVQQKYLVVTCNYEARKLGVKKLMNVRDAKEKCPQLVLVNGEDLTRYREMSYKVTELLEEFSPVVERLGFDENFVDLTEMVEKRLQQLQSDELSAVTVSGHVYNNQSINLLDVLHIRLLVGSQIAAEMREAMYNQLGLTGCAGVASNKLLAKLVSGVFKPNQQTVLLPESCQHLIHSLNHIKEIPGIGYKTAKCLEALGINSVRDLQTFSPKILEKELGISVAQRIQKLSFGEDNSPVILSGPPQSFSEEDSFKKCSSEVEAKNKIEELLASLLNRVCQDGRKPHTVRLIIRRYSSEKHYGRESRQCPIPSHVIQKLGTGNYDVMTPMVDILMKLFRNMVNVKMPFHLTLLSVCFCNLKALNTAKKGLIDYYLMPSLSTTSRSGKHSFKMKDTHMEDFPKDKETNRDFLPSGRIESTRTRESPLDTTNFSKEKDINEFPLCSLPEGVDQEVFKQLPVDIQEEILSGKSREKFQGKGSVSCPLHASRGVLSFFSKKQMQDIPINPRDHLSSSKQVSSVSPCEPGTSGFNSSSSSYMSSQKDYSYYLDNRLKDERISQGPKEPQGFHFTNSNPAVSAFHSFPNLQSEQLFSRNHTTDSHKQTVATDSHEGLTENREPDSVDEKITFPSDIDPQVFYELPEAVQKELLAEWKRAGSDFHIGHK
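Fluorescent replication assay read twice, at 0 min and 10 min after adding 50 nM (final) substrate. Enzyme (10 nM) and compounds were first incubated 15 min at room temperature; enzyme-free buffer wells were negative controls.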
Pin1 inh: blocks the human prolyl isomerase Pin1; Pin1 FP peptide displacement, HiFluor488, 10 min; Potency, µM (titrated, usually from 115 µM), inactives show at the top dose activity, negative = inhibition, actives largely listed as inhibitors; 390,000 compounds, 0.009% hits; active = well fitted inhibition curve with a large enough effect in the polarisation, with a control signal flat, not every such curve was filed as active; inconclusive = small, poorly fitted or top-dose-only effect, or effect the other way, or a change in a side signal; inactive = no such curve, though single readings can be large or run the other way; the % refers to the polarisation; also: % is scaled to controls: 0 for no effect and ±100 for the full control effect
Target sequence (Q13526 whole entry, looked up): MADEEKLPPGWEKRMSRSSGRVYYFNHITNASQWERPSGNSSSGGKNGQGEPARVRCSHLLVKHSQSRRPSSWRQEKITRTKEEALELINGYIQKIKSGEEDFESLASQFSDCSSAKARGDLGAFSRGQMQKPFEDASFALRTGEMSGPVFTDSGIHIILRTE
G9a inh: inhibitors of human histone lysine methyltransferase G9a; Q96KQ7; G9a H3K9 monomethylation, AlphaScreen, 2 h; Potency, µM (series often up to 102 µM), for the others: at the top dose activity, negative = inhibition, most hits filed as inhibitors; 350,000 compounds, 8.8% hits; AID 504332; also: % is scaled to controls: 0 for no effect and ±100 for the full control effect; nearly all actives have a fitted effect of over 75% in size
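Signal arises when biotinylated H3K9 peptide, once monomethylated, bridges streptavidin donor and antibody-captured acceptor beads. Enzyme at 20 nM was preincubated 15 min with test compounds; peptide 500 nM and SAM 20 uM then reacted for 2 h.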
HP1b chromo inh: HP1-beta chromodomain-methylated histone interaction inhibition | P83916 | AlphaScreen HP1-beta / biotin-H3K9me3 peptide binding | Potency, µM (top dose mostly 114 µM), inactives show top-dose activity change, negative = inhibition, hits mostly inhibitors | 390,000 compounds, 0.56% hits; also: nearly all actives have a fitted effect of over 70% in size; inactives centre near 23
Target sequence (P83916 whole entry, looked up): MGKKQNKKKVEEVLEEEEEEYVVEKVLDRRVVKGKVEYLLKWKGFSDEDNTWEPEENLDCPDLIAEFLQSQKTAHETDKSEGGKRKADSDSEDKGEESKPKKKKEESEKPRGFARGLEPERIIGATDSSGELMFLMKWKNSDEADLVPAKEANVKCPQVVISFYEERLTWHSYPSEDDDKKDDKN
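AlphaScreen: HP1-beta (50 nM) preformed 30 min with biotin-H3(1-18)K9me3 peptide (50 nM) in PBS pH 7.4, 0.01% Tween-20. Compound added for 30 min at RT, then streptavidin donor/nickel chelate acceptor beads (10 ug/mL) for 30 min.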
GLS inhibitor: blocks human kidney-isoform glutaminase activity | O94925 | GLS enzymatic activity, qHTS titration | Potency, µM (doses to about 45.5 µM), inactives show top-dose activity change, negative = inhibition, hits mostly inhibitors | 410,000 compounds, 0.21% hits; also: % is scaled to controls: 0 for no effect and ±100 for the full control effect
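hKGA; 45 mM KH2PO4 pH 8.2 + 0.02% Tween-20; cpd via pin tool; 1 mM Gln soln; GluOx/HRP/Amplex Red; RT 30 min; fluor. t0 & final.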
BAZ2B inh: blocks human BAZ2B; Potency, µM (top dose mostly 114 µM), for the others: top-dose activity change, negative = inhibition, hits mostly inhibitors; AlphaScreen BAZ2B-H3K14Ac peptide displacement; 360,000 compounds, 4.4% hits; also: % is scaled to controls: 0 for no effect and ±100 for the full control effect; nearly all actives have a fitted effect of over 60% in size
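Protein-peptide AlphaScreen: BAZ2B 50 nM, b-H3K14Ac 50 nM, 1x PBS pH 7.4 + 0.01% Tween-20. Preincubation 30 min RT; cpd 30 min RT (top 110 uM); beads 20 min RT, light-protected.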
Active calls of the source: *; i = inactive; ? = inconclusive; . = no result given; & = joins results of further samples; [ ] = remark or other dose. Unless noted, calls follow the shape of the dose curve; as a rule, active = well fitted curve in the direction sought with a large enough effect; inconclusive = small, poorly fitted or top-dose-only effect, or another doubt; inactive = no such curve, though single readings can be large; an effect the other way counts as inactive or inconclusive. Potency is read from the fitted curve at half-maximal effect. A portion of the library; rates above refer to the full screens.

no.	SMILES	JMJD2A Tudor inh	Tb PGK inh	BLM inh	POLI inh	Pin1 inh
1	Cc1cccn2c(=O)c(/C=C(\C#N)C(=O)NC3CCS(=O)(=O)C3)c(Oc3ccccc3Cl)nc12 (stereo unspecified)	-34%	2%	-5%	?	6%
2	COc1ccc(CC(=O)Nc2sc3c(c2C(N)=O)CCCC3)cc1OC	-14%	6%	0%	39%[activator]	5%
3	O=C(Nc1ccccc1Cl)N1CCC2(CC1)Oc1ccccc1C(=O)N2Cc1ccc(F)cc1	-4%	0%	-7%	20%	-2%
4	O=C(CCS(=O)(=O)c1ccc2c(c1)NC(=O)CO2)NCc1ccccc1	-7%	i	1%	24%	-8%
5	CCOC(=O)C(NC(=O)c1ccccc1)C(C)(C)SCc1ccccc1 (stereo unspecified)	10%	4%	.	10%	-7%
6	CSc1nc(NCc2ccco2)c2sc3nc(C(C)C)c4c(c3c2n1)CC(C)(C)OC4	-20%	1%	-5%	-4%	11%
7	O=C(COc1ccc(C2SCCS2)cc1)Nc1ccc(Cl)cc1	-9%	-6%	-3%	26%	-2%
8	CCOc1ccc(C2c3[nH]c4ccccc4c3CCN2C(=O)CCC2CCCC2)cc1 (stereo unspecified)	?	i	-10%	4%	-2%

no.	G9a inh	HP1b chromo inh	GLS inhibitor	BAZ2B inh
1	?	-4%	18%	-8%
2	?	15%	-4%	0%
3	-3%[59 µM]	21%	0%	-5%
4	6%	81%[activator]	-11%	-21%
5	.	41%[activator]	1%	.
6	?	8%	-1%	-3%
7	.	32%	0%	-1%
8	-39%[59 µM]	7%[57 µM]	0%	-24%

Next results follow.
no.	SMILES	JMJD2A Tudor inh	Tb PGK inh	BLM inh	POLI inh	Pin1 inh
9	CCOc1ccc(S(=O)(=O)n2nc(C)cc2C)c2ccccc12	6%	.	-2%	3%	-4%
10	CCC(C)NCCCCOc1ccc(Br)cc1 (stereo unspecified)	1.6µM*	i	-9%	4%	-3%
11	O=C(CNc1ccccc1)Nc1cccc2ccccc12	-13%	1%	-13%	143%[activator]	0%
12	CC(C)(C)CC(C)(C)NC(=S)N1CCN(Cc2ccc3c(c2)OCO3)CC1	-15%	1%	0%	-5%	10%
13	O=S(=O)(c1ccccc1Cl)N1CCN(c2nc(-c3ccccc3)nc3ccccc23)CC1	-6%	.	.	-6%	-1%
14	Cc1cccc(CS(=O)(=O)c2ncc(Cl)c(C(=O)Nc3c(C)cccc3C)n2)c1	-9%	0%	1%	?	1%
15	COc1ccccc1NC(=O)COc1ccc(C(=O)OCC(=O)N2CCCC2=O)cc1OC	-12%[11.4 µM]	-8%	-6%	-8%	3%
16	CCCCN1C(N)=NC[C@@H]1C(C)O (stereo partly specified)	-15%	-5%	.	6%	-3%

no.	G9a inh	HP1b chromo inh	GLS inhibitor	BAZ2B inh
9	?	32%[activator]	4%	4%
10	8.9µM*	?	-2%	?
11	10%	1%	5%	-5%
12	0%	27%	1%	-3%
13	.	23%	.	.
14	35µM*	88%[activator]	1%	-17%
15	-1%[59 µM]	63%[activator]	-13%	.
16	.	27%	6%	.

Next results follow.
no.	SMILES	JMJD2A Tudor inh	Tb PGK inh	BLM inh	POLI inh	Pin1 inh
17	Cc1cc(SCc2ccc(F)cc2)nc(=O)[nH]1	-17%	-3%	-3%	-25%	8%
18	N#CC(C#N)=C/C=C(\Nc1ccc(Cl)cc1)c1ccc(Cl)cc1	-20%	-1%	-5%	54%[activator]	48%[activator]
19	CC1(C)Cc2c(sc(NC(=O)C(=O)N3CCN(CCO)CC3)c2C(N)=O)CO1	14%	3%	-1%	-4%	3%
20	Cc1ccc(OCCC(=O)OCC(=O)Nc2cc(C)nn2-c2ccccc2)cc1	-12%	-2%	-6%	9%	-5%
21	COc1ccc(NS(=O)(=O)c2cc(NC(=O)Cc3n[nH]c(=O)c4ccccc34)ccc2OC)cc1	-25%	-9%	.	18%	-1%
22	Cc1ccc(/C=N/NC(=O)C[n+]2ccccc2)o1	3%	i	-5%	55%[activator]	-2%
23	Nn1c(-c2ccc(F)cc2)nc2ccccc2c1=O	-5%	-4%	-3%	4%	-10%
24	Cc1c(Nc2ncnc3c2cnn3-c2ccccc2)c(=O)n(-c2ccccc2)n1C	-14%	.	3%	?	-5%

no.	G9a inh	HP1b chromo inh	GLS inhibitor	BAZ2B inh
17	56%[activator]	15%	-4%	-9%[57.1 µM]
18	-8%[59 µM]	40%[activator]	1%	1%
19	?	39%	0%	-9%
20	32%	38%	1%	-9%
21	.	15%	8%	.
22	-39%	-25%	4%	-20%
23	-7%	15%	-9%	2%
24	-3%[59 µM]	10%	30%	-5%

Another view of some results above:
#	mol	JMJD2A Tudor inh	Tb PGK inh	BLM inh	POLI inh	Pin1 inh	G9a inh	HP1b chromo inh	GLS inhibitor	BAZ2B inh
16	CCCCN1C(N)=NC[C@@H]1C(C)O (stereo partly specified)	-15%	-5%	.	6%	-3%	.	27%	6%	.
17	Cc1cc(SCc2ccc(F)cc2)nc(=O)[nH]1	-17%	-3%	-3%	-25%	8%	56%[activator]	15%	-4%	-9%[57.1 µM]
18	N#CC(C#N)=C/C=C(\Nc1ccc(Cl)cc1)c1ccc(Cl)cc1	-20%	-1%	-5%	54%[activator]	48%[activator]	-8%[59 µM]	40%[activator]	1%	1%

(listing goes on)
no.	SMILES	JMJD2A Tudor inh	Tb PGK inh	BLM inh	POLI inh	Pin1 inh
25	C=CCc1cccc(/C=N/NC(=O)CNc2ccccc2)c1O	-8%	3%	-1%	1%	?
26	Cc1c(C(=O)O)nn(-c2cccc(C(F)(F)F)c2)c(=O)c1C#N	1%	-4%	-1%	-11%	-1%
27	Cc1nc(Cl)sc1C(=O)Nc1ccc(C(C)(C)C)cc1	19%	6%	-12%	22%	-1%
28	COc1ccc(C(=O)NCC(c2cccs2)S(=O)(=O)c2cccs2)cc1 (stereo unspecified)	-5%	4%	-2%	13%	-2%
29	COc1cc2nc(C(C)(C)C)oc(=O)c2cc1OC	-11%	0%	2%	-13%[58.9 µM]	-4%
30	CCCCCNC(=O)c1cc(S(=O)(=O)N2CCCC2)ccc1F	-9%	1%	-1%	8%	-11%
31	CC(C)(C)c1cc[n+](C2=C([O-])c3ccccc3C(=O)/C2=N\S(=O)(=O)c2cccs2)cc1	-25%	-7%	-13%	?	4%
32	O=C(CC1C(=O)CCCC1=O)c1ccccc1	-9%	-2%	4%	15%	?

no.	G9a inh	HP1b chromo inh	GLS inhibitor	BAZ2B inh
25	31%[59 µM]	38%	17%	-4%
26	?	43%[activator]	-6%	-15%
27	-2%	69%[activator]	-1%	-10%
28	14%[59 µM]	19%	16%	-3%
29	7%	11%	7%	13%
30	13%	19%	3%	2%
31	.	-15%	1%	-28%
32	45µM*	38%	-2%	-34%

Part of the list above, with values under each structure:
Results follow in this order: JMJD2A Tudor inh, Tb PGK inh, BLM inh, POLI inh, Pin1 inh, G9a inh, HP1b chromo inh, GLS inhibitor, BAZ2B inh
26: Cc1c(C(=O)O)nn(-c2cccc(C(F)(F)F)c2)c(=O)c1C#N
→ 1%, -4%, -1%, -11%, -1%, ?, 43%[activator], -6%, -15%
27: Cc1nc(Cl)sc1C(=O)Nc1ccc(C(C)(C)C)cc1
→ 19%, 6%, -12%, 22%, -1%, -2%, 69%[activator], -1%, -10%

The list goes on:
no.	SMILES	JMJD2A Tudor inh	Tb PGK inh	BLM inh	POLI inh	Pin1 inh
33	CCCNC(=O)COc1coc(CN2CCN(C(=O)c3ccco3)CC2)cc1=O	2%	1%	.	10%	-6%
34	Cc1ccccc1CSc1nc2nc(C)c(Cc3ccccc3)c(C)n2n1	-4%	-5%	-9%	12%	1%
35	CCCCCOc1ccc(NC(=O)C(=O)NCCC2=CCCCC2)cc1	-1%	-6%	-2%	4%	-2%
36	O=C(CSc1ccc(-c2ccc3c(c2)OCO3)nn1)Nc1nccs1	-15%	-4%	-4%	160%[activator]	14%
37	NS(=O)(=O)c1ccc(Nc2nc3ccccc3nc2NS(=O)(=O)c2cccc([N+](=O)[O-])c2)cc1	?	-3%	-13%	119%[activator]	?
38	CCCOc1ccc(/C=N/NC(=O)C2CC2)c(OCCC)c1	-13%	2%	-4%	14%	-5%
39	CCCOC(=O)c1ccc(-c2c(C)noc2-c2ccc(OC)cc2O)o1	-31%	-6%	-12%	2%	?
40	Cc1cc(Cl)ccc1NC(=O)COC(=O)c1nc2nccc(C)n2n1	-22%	-5%	-3%	83%[activator]	2%

no.	G9a inh	HP1b chromo inh	GLS inhibitor	BAZ2B inh
33	2%	40%[activator]	-2%	-4%
34	20%[59 µM]	14%	-5%	3%
35	-8%[0.0925 µM]	54%[activator]	-5%	11%
36	3%	21%	-10%	-17%
37	32µM*	-25%	-7%	?
38	-2%	11%	7%	-14%
39	-2%[12.7 µM]	-1%	24%	-29%
40	-11%	20%	3%	-13%

Values in list order from the entries so far.
Entries 33 to 40 in Tb PGK inh read 1%, -5%, -6%, -4%, -3%, 2%, -6%, -5%

Next section.
no.	SMILES	JMJD2A Tudor inh	Tb PGK inh	BLM inh	POLI inh	Pin1 inh
41	Cc1ccc(S(=O)(=O)N2CCC(=O)CC2c2ccccc2)cc1 (stereo unspecified)	-12%	-9%	.	22%	-1%
42	O=C(O)c1ccc(Cl)c(NCc2cccs2)c1	-7%	-5%	1%	41%[activator]	0%
43	CC(C)=CC(=O)Nc1ccccc1Br	1%	-1%	-3%	1%	0%
44	O=C(COC(=O)CNC(=O)c1ccccc1)Nc1ccccc1Cl	-13%&-14%	-12%	0%	17%	0%&1%
45	COc1ccc(-c2noc(CCC(=O)Nc3cccnc3)n2)cc1OC	-21%	0%	3%	-8%	-10%
46	Cc1cccc(NC(=O)Cn2cc(C=O)c3ccccc32)c1	8%	-2%	-3%	31%[activator]	-6%

no.	G9a inh	HP1b chromo inh	GLS inhibitor	BAZ2B inh
41	.	33%	3%	.
42	?	44%[activator]	4%	-15%
43	13%[12.7 µM]	25%	2%	-4%
44	-1%	-16%	-9%	1%
45	-13%[59 µM]	33%	-4%	13%
46	15%	23%	6%	21%
